ERK EGF inh = inhibitors of EGF-stimulated ERK signaling pathway; HEK293-V1b, EGF-stimulated phospho-ERK AlphaScreen; Potency, µM (highest dose often 11.5 µM), without a hit: top-dose activity change, negative = inhibition, hits mostly inhibitors; 130,000 tested, 0.41% active; AID 1454; active = well fitted inhibition curve with a large enough effect; inconclusive = small, poorly fitted or top-dose-only effect, or effect the other way;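 also: plate controls were stimulated vehicle wells for no effect and unstimulated vehicle basal for full effect; nearly all actives have a fitted effect of over 55% in size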
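HEK293 cells stably expressing V1b receptor, serum-reduced (1% FBS) overnight, got compound for 30 min at 37C, then 25 nM EGF for 5 min. Lysate phospho-ERK read by AlphaScreen SureFire; AC50 from Hill fits.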
* marks the source's active call; other numbers are inactive results; ? = inconclusive; & = joins results of further samples; [ ] = remark or other dose. Potency is read from the fitted curve at half-maximal effect.

smiles | ERK EGF inh
C/C(=N\OCc1ccccc1C#N)c1cc2ccccc2o1 | -11%
COc1ccc(/C(C)=N/NC(=O)c2ccc(CSc3nncn3C)cc2)cc1 | 1%
Cn1cc(-c2ccccc2C(N)=O)c(=O)c2cc(Cl)ccc21 | -8%
CCOc1ccc2c(c1)C(C)=CC(C)(C)N2S(=O)(=O)c1ccc(C)cc1 | -6%
CC(=O)NC1=NN(C(C)=O)C2(CCCCC2)S1 | -2%
Cc1ccc(NC(=O)/C=C/c2ccc3c(c2)OCO3)cc1S(=O)(=O)N1CCOCC1 | 28µM*
Cc1sc2ncnc(N)c2c1C | -7%[57.5 µM]
CC(=O)N1[C@H](Cc2ccccc2)C=C[C@]1(C)C(=O)NCCN1CCOCC1 | 5%

New compounds follow.
smiles | ERK EGF inh
Cn1c(SCC(=O)OC2CCCCC2)nnc1-c1ccco1 | 9%
Cc1nc(SCC(=O)NC(=O)NC2CCCCC2)nc(C)c1C | 12%[57.5 µM]
CC(=O)NC(c1ccc(Cl)cc1)c1c(O)ccc2ccc(O)cc12 (stereo unspecified) | 0%
Cc1cc(C)c2sc(NC(=O)c3ccc(N4C(=O)CCC4=O)cc3)nc2c1 | 2%[57.5 µM]
C(=C\c1ccncc1)/c1ccncc1 | -8%[57.5 µM]
COC(=O)Cc1ccc(NC(=S)NCc2ccccc2)cc1 | -10%
CCC1=C(OC(=O)N(CC)CC)N2C(=O)OC(=NCC3CC3)[C@]2(Cc2ccccc2)[C@H]2C1=CC[C@H]1C(=O)N(c3ccccc3)C(=O)[C@H]12 | 2%
Cc1cc(C)cc(NC(=O)NCC(O)COc2ccc([N+](=O)[O-])cc2)c1 (stereo unspecified) | 21%[57.5 µM]

Carrying on:
smiles | ERK EGF inh
CC(=O)N(C1=C(O)c2ccccc2C(=O)C1=O)C1CCCCC1 | 4%[57.5 µM]
N#Cc1ccccc1NC(=O)COC(=O)COc1ccccc1[N+](=O)[O-] | 6%
COCCOc1ccc(C(F)(F)F)cc1NC(=O)c1ccc(F)cc1 | -2%
CCN(c1ccccc1)S(=O)(=O)c1ccc(OC)c(NC(=O)c2cccs2)c1 | -5%
CCCCN(CCCC)CCCNC(=O)c1ccc2nc(-c3ccccc3NC(C)=O)c(=O)[nH]c2c1 | -7%
O=S(=O)(NCCc1cn2ccccc2n1)c1ccc(F)c(C(F)(F)F)c1 | 12%
Cc1ccc2[nH]c3c(=O)n(N)c(=O)[nH]c3c2c1 | 3%[57.5 µM]
COc1ccc(C(=O)NCCN2CCOCC2)c(OC)c1OC | -2%[57.5 µM]

New compounds follow.
smiles | ERK EGF inh
Cc1nc(-c2ccc(Cl)cc2)sc1C1(C)CC(c2c(Cl)cccc2Cl)=NO1 (stereo unspecified) | 3%[57.5 µM]
CCNc1nc(NCC)nc(OCCNS(=O)(=O)c2ccccc2)n1 | -4%[57.5 µM]
CN(C)CCCCOc1cccc(Br)c1 | 1%
Cc1cccc(N(CC(=O)NCCSCc2ccccc2)S(C)(=O)=O)c1C | 4%[57.5 µM]
CCOc1ccc(/C=N/NC(=O)c2ccccc2NC(=O)c2ccc(OC)cc2)cc1 | -6%
O=C(CSc1c2c(nc3cc(Cl)ccc13)CCCC2)NCCN1CCOCC1 | 0%
CCOc1ccc2nc(Cl)c(C3CC(c4ccccc4)=NN3C(=O)c3ccco3)cc2c1 (stereo unspecified) | 2%
CS(=O)(=O)N(CC(=O)NCCSCc1ccco1)c1ccc(Cl)cc1 | 0%

A second format for part of the listing above:
COCCOc1ccc(C(F)(F)F)cc1NC(=O)c1ccc(F)cc1
  ERK EGF inh: -2%
CCN(c1ccccc1)S(=O)(=O)c1ccc(OC)c(NC(=O)c2cccs2)c1
  ERK EGF inh: -5%

Next section:
smiles | ERK EGF inh
COc1ccc(N2CC(C(=O)Nc3ccc(S(=O)(=O)Nc4nccs4)cc3)CC2=O)cc1 (stereo unspecified) | 4%
Nc1nc(-c2ccco2)nn1C(=O)c1ccc([N+](=O)[O-])cc1 | -3%
CCC(=O)NC(NC(=S)Nc1c(C)n(C)n(-c2ccccc2)c1=O)C(Cl)(Cl)Cl (stereo unspecified) | 7%
c1ccc2c(Nc3ccc4c(c3)OCCO4)c3c(nc2c1)CCCC3 | -4%[57.5 µM]
CCOc1ccc(S(=O)(=O)Nc2nc3ccccc3nc2-n2ccc(=NC(=O)c3ccccc3C)cc2)cc1 | -10%[57.5 µM]
O=C(/C=C/c1cnc2ccccc2n1)NC12CC3CC(CC(C3)C1)C2 | 5%
COCC(C)N1C(=O)Cc2c1nc(N)c1c(N)nc(N3CCN(c4ccccc4F)CC3)c(C#N)c21 (stereo unspecified) | -8%
Cc1cccc(-n2c(SCC(=O)N3CC(=O)Nc4ccccc43)nc3ccccc3c2=O)c1 | -8%

Structures listed above marked active in ERK EGF inh:
smiles | ERK EGF inh
Cc1ccc(NC(=O)/C=C/c2ccc3c(c2)OCO3)cc1S(=O)(=O)N1CCOCC1 | 28µM*

(list continues)
smiles | ERK EGF inh
COc1ccc(NC(=S)N2CCN(c3ccc([N+](=O)[O-])cc3)CC2)cc1OC | ?
COc1ccc(NC(=O)CCc2nc3ccccc3[nH]2)cc1 | -3%
COCCCN(C(=S)Nc1cccc(Cl)c1)C(C)c1ccncc1 (stereo unspecified) | 2%
c1ccc2c(c1)CC1(CCCC1)N=C2N1CCOCC1 | -6%[57.5 µM]
Cc1ccc(CN2CCN(Cc3cn(C(C)C)c4ccccc34)CC2CCO)o1 (stereo unspecified) | -11%
COc1ccc(CC(=O)Nc2nc(-c3cccnc3)cs2)cc1 | -5%
CCS(=O)(=O)N1CCCC(C(=O)NCCc2ccc(C)cc2)C1 (stereo unspecified) | 6%
CC(=O)N[C@@H](CSC/C=C(\C)CC/C=C(\C)CC/C=C(\C)CCC=C(C)C)C(=O)O | 1%

Next part:
smiles | ERK EGF inh
O=C(Nc1cnccn1)Nc1ccccc1Cl | -32%
CC1CCCN(c2ccc(C(=O)Nc3nnc(C4CC4)s3)cc2[N+](=O)[O-])C1 (stereo unspecified) | 10%
O=C(O)Cc1sc(Nc2ccccc2)nc1-c1ccc(Cl)cc1 | -8%
CC(NC(=O)C(C(=O)c1cccc([N+](=O)[O-])c1)n1cc(Cl)ccc1=O)c1ccccc1 (stereo unspecified) | -1%
Cc1cccc(NC(=S)NCCc2ccccn2)c1 | 11%[57.5 µM]
Cc1ccc(N2C(=O)c3ccc(C(=O)O)cc3C2=O)c(C)c1 | 26%
O=C(O)[C@@H]1C[C@@H](C(=O)O)N1 | 3%&-9%
CCOC(=O)c1c(NC(=O)CSc2n[nH]c(CNc3ccccc3)n2)sc(C)c1C | 2%

(list continues)
smiles | ERK EGF inh
COC(C/C=C/C(=O)COCc1ccccc1)OC | 6%[57.5 µM]
CCc1c2c(nc3ccc(OC)cc13)OC(C)C2 (stereo unspecified) | -5%
COc1ccc([C@@]2(O)c3c(ccc(CC=C(C)C)c3O)NC(=O)[C@@H]2OC)cc1 | -6%[57.5 µM]
O=C1OCCN1C(=O)[C@H]1[C@H](c2ccc([N+](=O)[O-])cc2)C(c2cccc(Cl)c2)=NN1c1ccccc1 | 5%
Cc1ccc2cc(/C=N/NC(=O)[C@@H]3CCCN3)c(Cl)nc2c1 | 6%[57.5 µM]
Cc1ccc(O)c(NC(=S)NC(=O)/C=C/c2ccco2)c1 | 5%
Cc1ccccc1NC(=O)c1cc([N+](=O)[O-])ccc1NCCN1C(=O)CCC1=O | -4%
O=C(CCCCn1c(=O)[nH]c2ccccc2c1=O)NCCc1c[nH]c2ccccc12 | -1%

New compounds follow.
smiles | ERK EGF inh
CCOC(=O)C1CCCN(C(=O)/C=C/c2ccccc2[N+](=O)[O-])C1 (stereo unspecified) | 10%
COc1ccc(-c2cc(C3CCN(C(=O)OC(C)(C)C)CC3)[nH]n2)cc1 | 3%
CC(=O)c1ccc(OCC(O)CN2CCN(CC(O)COc3ccc(C(C)=O)cc3)CC2)cc1 (stereo unspecified) | -2%
NC(=O)c1ccc(NC(=O)COC(=O)CCCN2C(=O)c3cccc4cccc(c34)C2=O)cc1 | 12%
COc1ccc(CN2C(=O)CCC2(C)C(=O)NC2CCCC2)c(OC)c1 (stereo unspecified) | -1%
Cc1ccc(S(=O)(=O)c2nc(Nc3ccccc3C#N)sc2Cl)cc1 | -8%
O=C(Nc1ccccc1Cl)C1C2CCC3C(CCC21)C3(Cl)Cl (stereo unspecified) | -9%
O=C(Cc1nn[nH]n1)Nc1ccc(F)cc1F | -5%[57.5 µM]

Remaining list, next part:
smiles | ERK EGF inh
CC(C1CC1)N(Cc1ccccc1)C(=O)NC(=O)c1ccc(F)cc1 (stereo unspecified) | 4%
COc1cc(/C=C/C(=O)OCC(=O)N2CC(=O)Nc3ccccc32)ccc1O | 1%[57.5 µM]
N#CCCCS(=O)(=O)c1ccccc1 | 2%
COc1cc(C2OCC3C(c4cc(OC)c(OC)c(OC)c4)OCC23)cc(OC)c1OC (stereo unspecified) | 1%[57.5 µM]
O=C1Nc2ccccc2C12Nc1ccccc1-c1nc3ccccc3n12 (stereo unspecified) | 6%
Cc1ccc(S(=O)(=O)N2CCN(c3cnn(C)c(=O)c3Cl)CC2)cc1 | -1%
N=c1sccn1CC(=O)N1N=C(c2ccc(Cl)cc2)CC1c1ccco1 (stereo unspecified) | -6%
COC(=O)c1sccc1NC(=O)Nc1cc(C)ccc1C | -9%

Later entries.
smiles | ERK EGF inh
COc1cccc(C(=O)Nc2cc3c(cc2Br)OCCCO3)c1 | 12%
CCOc1ccc2nc(NC(=O)C3=NN(c4ccccc4)C(=O)CC3)sc2c1 | 4%
Cc1cc(/C=C\c2nc(O)c([N+](=O)[O-])c(=O)[nH]2)c(C)n1-c1ccccc1 | 2%
Cc1oc(-c2cccc(F)c2)nc1CN1CCCCC1CCn1cccn1 (stereo unspecified) | -3%
O=C(NCc1ccc2c(c1)OCO2)c1ccc(CSCc2cccc(Cl)c2)o1 | 6%
O=C(O)CSCCOc1ccc(OCCSCC(=O)O)cc1 | -1%
CCSc1nc2ccccc2n1CC(=O)N1CCOCC1 | 0%
O=C(CSc1n[nH]c(=O)n1Cc1ccco1)Nc1ccccc1Cl | -1%[57.5 µM]

The last 6 records of the section before lead into the next.
smiles | ERK EGF inh
Cc1cc(/C=C\c2nc(O)c([N+](=O)[O-])c(=O)[nH]2)c(C)n1-c1ccccc1 | 2%
Cc1oc(-c2cccc(F)c2)nc1CN1CCCCC1CCn1cccn1 (stereo unspecified) | -3%
O=C(NCc1ccc2c(c1)OCO2)c1ccc(CSCc2cccc(Cl)c2)o1 | 6%
O=C(O)CSCCOc1ccc(OCCSCC(=O)O)cc1 | -1%
CCSc1nc2ccccc2n1CC(=O)N1CCOCC1 | 0%
O=C(CSc1n[nH]c(=O)n1Cc1ccco1)Nc1ccccc1Cl | -1%[57.5 µM]
O=C(N/N=C/c1ccccn1)c1cccnc1 | -4%[57.5 µM]
CCOC(=O)C1=C(C)NC(C)=C(C(=O)OCC)C1c1cccs1 | 7%
CCCCOC(=O)/C(=C/C=C/c1ccccc1)NC(=O)c1ccccc1 | 1%
COc1ccc(-c2cc(-c3n[nH]c(=S)n3-c3ccccc3Cl)[nH]n2)cc1 | 12%
O=C(c1ccccc1Br)N1CCCC(c2nc(-c3cccs3)no2)C1 (stereo unspecified) | 5%
Cc1ccc(NC(=O)CSc2nc(N)cc(=O)[nH]2)cc1Cl | 0%
CCOC(=O)c1oc2nc(CC(C)C)c3c(c2c1N)CCCC3 | ?
Cc1cnn(Cc2cccnc2)c1N | -2%[57.5 µM]

The list continues.
smiles | ERK EGF inh
CC(C)(C(N)=O)c1ccccc1 | 6%[57.5 µM]
O=C(/C=C/c1ccc([N+](=O)[O-])s1)N1CCCC1 | 10%
Cc1cccc(COCC(CC(C)C)N2CCN(C(=O)c3ccc(C(C)(C)C)cc3)CCC2=O)c1 (stereo unspecified) | 1%
COC(=O)N1N=C(c2ccc(Br)cc2)CC1(O)C(F)(F)F (stereo unspecified) | -2%
CCOC(=O)c1oc2cc(OCC(N)=O)ccc2c(=O)c1-c1ccc(OC)c(OC)c1 | -23%[57.5 µM]
COc1ccc(CNC(=O)CCc2c(C)nc3cc(-c4ccccc4OC)nn3c2C)cc1 | -3%[57.5 µM]
Cc1nc(C(=O)N2CCc3c([nH]c4ccccc34)C2c2cc(F)ccc2F)cs1 (stereo unspecified) | -22%
COc1cc2c(cc1OC)CN(C(=S)NC(=O)c1ccccc1)CC2 | 1%

Next part:
smiles | ERK EGF inh
Cn1c(Cc2ccccc2)nnc1SCC(=O)Nc1cccc(S(=O)(=O)NC2=NCCCCC2)c1 | 5%
Nc1n[nH]c(CO)n1 | 15%[57.5 µM]
CC1=NN(C(C#N)c2ccccc2)C(C)(C)C1 (stereo unspecified) | -6%
CC(C)(O)C#Cc1ccc(CN2CCN(C3CCCCC3)C(CCO)C2)cc1 (stereo unspecified) | 1%
CC(C)CN1CCC(CNC(=O)CCc2nnc(Cc3c[nH]c4ccccc34)o2)CC1 | -2%
CC(C)NC(=O)CN1CCN(Cc2nc(C(c3ccccc3)c3ccccc3)no2)CC1 | -12%
COc1cc(Cl)ccc1NC(=S)N(CCCN1CCOCC1)Cc1cn(C)c2ccccc12 | -3%
O=C(Nc1ccc(O)c(C(=O)O)c1)Oc1ccccc1 | -2%[57.5 µM]

Other records:
smiles | ERK EGF inh
Cc1ccc(N=Cc2c(O)cc(C)oc2=O)c(C)c1 | -1%
Cc1cccc(-c2nnc(SCCC(=O)N3CCOCC3)o2)c1 | 4%
CCOC(=O)c1sc2nc(C)n(N)c(=O)c2c1C | -15%
O=C(COC(=O)Cn1cnc2ccccc2c1=O)NCC12CC3CC(CC(C3)C1)C2 | 3%
Nc1ccc(C(=O)OCC(=O)NC2CC2)cc1[N+](=O)[O-] | -44%
CC(C)c1ccccc1NC(=S)NCCCn1ccnc1 | -2%
O=C(CN1CCCc2ccccc21)Nc1ccc(F)cc1[N+](=O)[O-] | ?

An excerpt (hit frequency here may not be typical).
